Assay outcomes (PubChem BioAssay)
PAD4 inhibitors: blockers of protein arginine deiminase 4 – biochemical, fluorescence polarization, primary screen (AID 463073); recombinant PAD4, RFA probe fluorescence polarization; stronger effect = higher value; inhibition, % at 5 µM; 2,000 tested, 0.5% active;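 active = inhibition above 30%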;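 note: 0% = PAD4 with DMSO and 100% = wells lacking PAD4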
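Material – recombinant PAD4 · Amount – PAD4 at 2 µM in dispensed buffer, before additions · Medium – Ca2+-containing HEPES pH 7.6, TCEP · Doses – one dose, 5 µM final · Schedule – 30 min 25 °C preincubation, 5 h 37 °C labeling · Measured by – FP, ex 525 nm, em 598 nm · Benchmarks – wells lacking PAD4 as full-inhibition control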
Numbers without * were called inactive. Only part of the results is shown (hit frequency here may not be typical).

`O=C(OCCN1CCOCC1)c1cccs1` gave PAD4 inhibitors 5.0.
Screening CNCCc1ccccn1 returned PAD4 inhibitors -1.0.
`COc1ccc(NC(=O)C2CSC3c4ccccc4C(=O)N23)cc1` (stereo not drawn) gave PAD4 inhibitors 1.7.
For O=C(Nc1cccc(C(=O)O)c1)/C(=C\c1ccccc1)NC(=O)c1ccccc1 the results were PAD4 inhibitors -1.2.
Screening CC1=CC(=O)c2ccccc2C1=O returned PAD4 inhibitors 5.7.
`CCOC(=O)C1C(=O)OC(C)(C)C1C(C)C(=O)c1ccc(C)cc1` (stereo not drawn) gave PAD4 inhibitors -0.2.
`Fc1ccc(-c2cc(-c3ccccc3)nc(-n3cccn3)n2)cc1` gave PAD4 inhibitors 3.8.
`CCOC(=O)N1CCN(Cc2nc(Cc3cccc(F)c3)no2)CC1` gave PAD4 inhibitors -2.7.
For CC(=O)NC1C(OCCOc2ccc(Cl)cc2Cl)OC(COC(C)=O)C(OC(C)=O)C1OC(C)=O (stereo not drawn) the results were PAD4 inhibitors 2.9.
`Cc1cccc(Nc2ncccc2C(=O)O)c1C` gave PAD4 inhibitors -0.5.
For CC(=O)N1CCN2C(=O)C1CCCC(=O)c1cc(C(C)C)ccc12 (stereo not drawn) the results were PAD4 inhibitors -1.7.
For C=CCNc1nc2c(c(=O)n(C)c(=O)n2C)n1CC(=C)C the results were PAD4 inhibitors 2.6.

The last 3 compounds of the section above open the next one.
`Cc1cccc(Nc2ncccc2C(=O)O)c1C` gave PAD4 inhibitors -0.5.
For CC(=O)N1CCN2C(=O)C1CCCC(=O)c1cc(C(C)C)ccc12 (stereo not drawn) the results were PAD4 inhibitors -1.7.
For C=CCNc1nc2c(c(=O)n(C)c(=O)n2C)n1CC(=C)C the results were PAD4 inhibitors 2.6.
Screening COc1ccccc1C(CCN(Cc1ccccc1)C(C)=O)c1ccco1 (stereo not drawn) returned PAD4 inhibitors 0.4.
Screening CCOC(=O)C1=C(C)NC(C)=C(C(=O)OC)C1c1cccc(Cl)c1Cl (stereo not drawn) returned PAD4 inhibitors 6.7.
For N#C/C(C(N)=O)=c1/ccc2c(c1)N1C3=C(CCCC3)CC3CCCCC31N=2 (stereo not drawn) the results were PAD4 inhibitors 3.5.
Cc1ccc2c(c1)C(O)(C1COC(C)(C)CC1=O)C(=O)N2C (stereo not drawn) was read as PAD4 inhibitors 3.4.
Cc1ccc(C(=O)Nc2ccc(O)cc2C(=O)O)cc1C was read as PAD4 inhibitors 2.7.
For CNC(=O)Oc1ccc2c(c1)[C@]1(C)CCN(C)[C@@H]1N2C the results were PAD4 inhibitors 0.3.
Screening CC(=O)OC(CC(=O)O)C[N+](C)(C)C (stereo not drawn) returned PAD4 inhibitors -25.0.
`CCc1cc2c(=O)c(-c3ccc4c(c3)OCCO4)coc2c(CN2CCCCC2C)c1O` (stereo not drawn) gave PAD4 inhibitors -0.1.
`[N-]=[N+]=NC1C[C@H](n2ccc(=O)[nH]c2=O)O[C@@H]1CO` (stereo partly drawn) gave PAD4 inhibitors 5.5.
Screening CC(C)C1CC(CCNCc2ccc(N(C)C)cc2)(c2ccccc2)CCO1 (stereo not drawn) returned PAD4 inhibitors 1.7.
For O=C1c2ccccc2N2C(=O)c3ccccc3C2N1Cc1ccco1 (stereo not drawn) the results were PAD4 inhibitors -0.2.
For O=C(CSCc1ccccc1)NCCCN1CCOCC1 the results were PAD4 inhibitors -0.8.
Screening COc1ccc(C2OC[C@H]3O[C@H](O)[C@H](NC(C)=O)[C@@H](O)[C@@H]3O2)cc1 (stereo partly drawn) returned PAD4 inhibitors -0.1.
Screening CC(C)c1ccc(/C=C/C(=O)O)cc1 returned PAD4 inhibitors -2.5.
For COc1ccc(NC2=C(Cl)C(=O)N(c3ccccc3)C2=O)c(OC)c1 the results were PAD4 inhibitors 7.4.
Cn1c(=O)[nH]c(=O)c2c1nc(NCc1ccco1)n2CCCc1ccccc1 was read as PAD4 inhibitors 1.4.
CCCCC[C@H](O)/C=C/C1=C(CCCCCCC(=O)O)C(=O)CC1 was read as PAD4 inhibitors -0.8.
O=C(N1CCCC1)C12CC3CC(C1)CC(C(=O)N1CCCC1)(C3)C2 was read as PAD4 inhibitors 0.7.
Screening C=CCn1c(N2CCCCCC2)nc2c1c(=O)n(C)c(=O)n2C returned PAD4 inhibitors 4.1.
For CC1(c2ccccc2)CC(C)(C)N2C(=O)C(=O)c3cccc1c32 (stereo not drawn) the results were PAD4 inhibitors -1.0.
`COc1cccc(OC)c1C(=O)Nc1nc2ccc([N+](=O)[O-])cc2s1` gave PAD4 inhibitors 1.1.
For CCCCCC#CCC#CCC#CCC#CCCCC(=O)O the results were PAD4 inhibitors 0.5.
Screening CCCC(=O)Nc1ccccc1NC(C)=O returned PAD4 inhibitors 6.6.
For Cc1ccc2c(c1)C1(C(=O)N2)N2CCCC2C(C(=O)c2ccc3ccccc3c2)C12C(=O)Nc1ccccc12 (stereo not drawn) the results were PAD4 inhibitors 8.4.

Fetched by structure from the list above, 3 records:
For CC1(c2ccccc2)CC(C)(C)N2C(=O)C(=O)c3cccc1c32 (stereo not drawn) the results were PAD4 inhibitors -1.0.
Screening CCCC(=O)Nc1ccccc1NC(C)=O returned PAD4 inhibitors 6.6.
CCCCC[C@H](O)/C=C/C1=C(CCCCCCC(=O)O)C(=O)CC1 was read as PAD4 inhibitors -0.8.

(continued)
Screening COc1ccc(/C=C2\CC/C(=C\c3ccc(OC)c(OC)c3)C2=O)cc1OC returned PAD4 inhibitors 2.8.
Screening CC(=O)O[C@H]1CSC[C@H]1NC(=O)c1ccccc1 returned PAD4 inhibitors 3.2.
Screening Cc1ccc(C(=O)COC(=O)c2cnccn2)cc1[N+](=O)[O-] returned PAD4 inhibitors -0.8.
For O=c1ccc2c(o1)/C(=C/C=C(Cl)Cl)CCC2 the results were PAD4 inhibitors 2.3.
For Cc1nc2cc3ccccc3cc2c(=O)[nH]1 the results were PAD4 inhibitors -2.6.
CCOc1ccc(C(=O)NC(C)C2COc3ccccc3O2)cc1 (stereo not drawn) was read as PAD4 inhibitors 5.8.
COc1ccccc1OCC(=O)O was read as PAD4 inhibitors -0.8.
For COC(=O)C1=CN(Cc2cccs2)C=C(C(=O)OC)C1c1cccc(Cl)c1 the results were PAD4 inhibitors 5.3.
Screening O=C(Cc1ccc(Br)cc1)c1ccc(O)cc1O returned PAD4 inhibitors 1.4.
For COc1ccc(-n2cc(CNCc3cccnc3)c(-c3cccc(F)c3)n2)cc1 the results were PAD4 inhibitors -0.3.
`CCOc1ccc2ccccc2c1C(=O)N[C@@H]1C(=O)N2[C@@H]1SC(C)(C)[C@@H]2C(=O)O` gave PAD4 inhibitors 0.5.
CC(CCCC(C)(C)O)NC(=O)c1ccc(OC2CCN(C(=O)C3CC3)CC2)cc1 (stereo not drawn) was read as PAD4 inhibitors 1.7.
Screening CCOC(=O)C(=O)N1CCN(c2ccccc2OC)CC1 returned PAD4 inhibitors 0.6.
CCn1ccnc1CN(C)Cc1cn(-c2cccc(C)c2)nc1-c1cccc(F)c1 was read as PAD4 inhibitors 1.4.
`Cc1ccc(-c2nnc(-c3ccc4c(c3)OCO4)o2)cc1` gave PAD4 inhibitors 3.3.
Screening CN(CCCN1CCOCC1)Cc1cn(C)nc1-c1ccccc1F returned PAD4 inhibitors 5.9.
Screening CCOc1ccc(C(=O)C(C)=O)c(OCC)c1 returned PAD4 inhibitors 1.6.
Screening COC(=O)c1ccc(-c2ncc(-c3cccc4ccccc34)o2)cc1 returned PAD4 inhibitors 0.6.
Screening CC(C)NCC(O)COc1ccc(CCOCC2CC2)cc1 (stereo not drawn) returned PAD4 inhibitors -1.2.
Screening COc1ccc(C2NC(=O)c3ccccc3N2)cc1OC (stereo not drawn) returned PAD4 inhibitors 6.6.
Screening COc1cc(OC)c2c(C)c(Cl)c(=O)oc2c1 returned PAD4 inhibitors 5.7.
`Cc1ccnc(NS(=O)(=O)c2ccc(N)cc2)n1` gave PAD4 inhibitors 1.2.
O=c1oc2c(CN3CCCCC3)c(O)ccc2c2c1CCCCC2 was read as PAD4 inhibitors -1.2.
Screening Cc1ccccc1-c1nn(-c2ccc(F)cc2F)cc1CNCCN(C)C returned PAD4 inhibitors -4.1.
For COc1ccc(CC(=O)Nc2cccc(C(=O)Nc3ccccc3C(=O)O)c2)cc1OC the results were PAD4 inhibitors -3.5.
COc1ccc(C(=O)O)cc1F was read as PAD4 inhibitors -0.2.
Cc1cc(Cl)cc2c1NC(=O)[C@]21[C@@H]2C(=O)N(Cc3ccccc3)C(=O)[C@@H]2[C@@H]2CCCN21 was read as PAD4 inhibitors 4.1.
For CC(C)c1cc(=O)oc2c3c4c(cc12)CCCN4CCC3 the results were PAD4 inhibitors 2.7.
`O=C1CC2(CCCC2)CC(=O)N1CCCCN1CCN(c2ncccn2)CC1` gave PAD4 inhibitors -0.1.
For O=C(Cc1ccccc1[N+](=O)[O-])NCc1ccncc1 the results were PAD4 inhibitors -1.0.
`COCCn1c(SCCOc2ccccc2)nc2ccccc2c1=O` gave PAD4 inhibitors -2.6.
`O=C(CN1C(=O)/C(=C/c2cccc(Br)c2)SC1=S)Nc1cccnc1` gave PAD4 inhibitors -1.2.
`CC/C(=C1/C(=O)CC(C)(C)C(C(=O)OC)C1=O)N1CCCC1` (stereo not drawn) gave PAD4 inhibitors -2.9.
For CC(C)(Oc1ccc(CCNC(=O)c2ccc(Cl)cc2)cc1)C(=O)O the results were PAD4 inhibitors 0.9.
Screening CC(=O)c1c(C)c(C)c2n1CCn1c(C)ccc1-2 returned PAD4 inhibitors -0.1.
Screening O=C(/C=C/c1ccccc1)NCC1(c2ccccc2)CCOCC1 returned PAD4 inhibitors 2.1.

Next section (4 carried over from the part before).
`CC/C(=C1/C(=O)CC(C)(C)C(C(=O)OC)C1=O)N1CCCC1` (stereo not drawn) gave PAD4 inhibitors -2.9.
For CC(C)(Oc1ccc(CCNC(=O)c2ccc(Cl)cc2)cc1)C(=O)O the results were PAD4 inhibitors 0.9.
Screening CC(=O)c1c(C)c(C)c2n1CCn1c(C)ccc1-2 returned PAD4 inhibitors -0.1.
Screening O=C(/C=C/c1ccccc1)NCC1(c2ccccc2)CCOCC1 returned PAD4 inhibitors 2.1.
`COCCc1ccc(OCC(O)CNC(C)C)cc1` (stereo not drawn) gave PAD4 inhibitors 1.5.
For Cc1ccnc2c1NC(=O)c1cccnc1N2C1CC1 the results were PAD4 inhibitors 7.6.
CC(C)(C)OC(=O)NCCC(=O)Oc1ccc2ccc(=O)oc2c1 was read as PAD4 inhibitors -0.4.
Screening CO/N=C(\C(=O)N[C@@H]1C(=O)N2C(C(=O)O)=C(COC(C)=O)CS[C@H]12)c1csc(N)n1 (stereo in doubt) returned PAD4 inhibitors 3.9.
For O=C(Nc1ncc2c(n1)CC(c1ccco1)CC2=O)c1ccco1 (stereo not drawn) the results were PAD4 inhibitors 3.6.
Screening CCOc1ccc2ccccc2c1CNc1nnnn1C returned PAD4 inhibitors -0.4.
For COc1ccc(Cc2noc(CN(C)CC3(N4CCOCC4)CCCCC3)n2)cc1OC the results were PAD4 inhibitors -0.6.
For C[C@H]1C[C@@H]2[C@H]([C@@H](O)C[C@@]3(C)[C@H]2CC[C@]3(O)C(=O)CO)[C@@]2(C)C=CC(=O)C=C12 the results were PAD4 inhibitors 5.9.
For CC(=O)OCC(=O)[C@@]12OC(C)(C)O[C@@H]1C[C@H]1[C@@H]3C[C@H](F)C4=CC(=O)C=C[C@]4(C)[C@@]3(F)[C@@H](O)C[C@@]12C the results were PAD4 inhibitors 3.9.
Screening CC(C)CN1CCN(Cc2cccn2-c2ccccn2)CC1CCO (stereo not drawn) returned PAD4 inhibitors 3.3.
Screening CNS(=O)(=O)c1ccc(C)cc1 returned PAD4 inhibitors -0.7.
O=C(Nc1ccc(Oc2c(F)c(F)c(F)c(F)c2F)cc1)OC1CCN2Cc3ccccc3N=C12 (stereo not drawn) was read as PAD4 inhibitors 6.3.
Screening Cn1c2ccc(CC(=O)O)cc2c2cc(CC(=O)O)ccc21 returned PAD4 inhibitors -0.6.
`Cc1cc(C(=O)NC(CC(C)C)C(=O)O)cc(C)c1[N+](=O)[O-]` (stereo not drawn) gave PAD4 inhibitors -8.3.
CCOC(=O)C1=C(N)Oc2c(c(=O)[nH]c3ccccc23)C1c1ccccc1 (stereo not drawn) was read as PAD4 inhibitors -3.9.
`Cc1cccc(Oc2coc3cc(OC(=O)c4cncc(Br)c4)ccc3c2=O)c1` gave PAD4 inhibitors 26.8.
Screening CC[C@H](CO)NCCN[C@H](CC)CO returned PAD4 inhibitors 0.6.
`CCN1CCN(C(=S)c2ccc(OC)cc2)CC1` gave PAD4 inhibitors -0.8.
For O=c1[nH]c(Cc2ccccc2)nc2c1oc1ccccc12 the results were PAD4 inhibitors 0.7.
Screening CC(C)(C)C(=O)NCCCNc1ccc([N+](=O)[O-])cc1 returned PAD4 inhibitors 3.3.
Screening COc1ccc2c(C=O)cn(C)c2c1 returned PAD4 inhibitors -2.4.
For COc1cc2c(cc1OC)/C(=C/c1ccc(Cl)cc1)C(=O)OC2 the results were PAD4 inhibitors 4.4.
`CCCC(CCC)C(=O)OC1C[C@H]2CC[C@@H](C1)[N+]2(C)C` (stereo partly drawn) gave PAD4 inhibitors -3.6.
Screening COc1cccc2c1C(=O)O/C2=C/c1ccc2c(c1)OCO2 returned PAD4 inhibitors -2.2.
`Cc1csc(-c2coc3cc(O)cc(C)c3c2=O)n1` gave PAD4 inhibitors -3.3.
`O=C(NCCc1nc2ccccc2[nH]1)c1cccc(Br)c1` gave PAD4 inhibitors 2.1.
For Cc1ccc(S(=O)(=O)NC(C(=O)Oc2ccc3c(C(F)(F)F)cc(=O)oc3c2)c2ccccc2)cc1 (stereo not drawn) the results were PAD4 inhibitors 6.1.
For CC(/C=C1\SC(=O)N(CCCC(=O)O)C1=O)=C\c1ccccc1 the results were PAD4 inhibitors -1.3.
For Cc1cc(O)c(C(=O)Cc2csc(C)n2)c(O)c1 the results were PAD4 inhibitors 2.5.
`O=C(O)COc1ccc2occ(C(=O)c3ccccc3)c2c1` gave PAD4 inhibitors 3.2.
